USP8 block: inhibitors of human USP8 deubiquitinase | purified USP8, Ub-rhodamine cleavage fluorescence, 30 min | inhibition, % at 20 µM | 4.2% of 47,000 active | AID 1645853, 2021
USP10 inh: inhibitors of human USP10 deubiquitinase | Ubiquitin carboxyl-terminal hydrolase 10 (Homo sapiens), Q14694 | 1.1% of 47,000 active | purified USP10, Ub-rhodamine fluorescence, 60 min | inhibition, % at 20 µM
UCHL1 inh: inhibitors of human UCHL1 deubiquitinase. Ubiquitin carboxyl-terminal hydrolase isozyme L1 (Homo sapiens), P09936. inhibition, % at 20 µM. purified UCHL1, Ub-rhodamine cleavage fluorescence. 0.2% of 47,000 active. AID 1645859, 2021
USP17 inh: inhibitors of human USP17 deubiquitinase. 6.5% of 47,000 active. inhibition, % at 50 µM. Ubiquitin carboxyl-terminal hydrolase 17-like protein 5 (Homo sapiens), A8MUK1. purified USP17, Ub-rhodamine cleavage fluorescence, 3 h
USP28 block: inhibitors of human USP28 deubiquitinase | purified USP28, Ub-rhodamine cleavage fluorescence, 30 min | inhibition, % at 25 µM | 3% of 47,000 active
USP7 inh: inhibitors of human USP7 deubiquitinase. Ubiquitin carboxyl-terminal hydrolase 7 (Homo sapiens), Q93009. purified USP7, Ub-rhodamine cleavage fluorescence. inhibition, % at 20 µM. 0.3% of 47,000 active. AID 1645854, 2021
Target sequence (Q93009 whole entry, looked up): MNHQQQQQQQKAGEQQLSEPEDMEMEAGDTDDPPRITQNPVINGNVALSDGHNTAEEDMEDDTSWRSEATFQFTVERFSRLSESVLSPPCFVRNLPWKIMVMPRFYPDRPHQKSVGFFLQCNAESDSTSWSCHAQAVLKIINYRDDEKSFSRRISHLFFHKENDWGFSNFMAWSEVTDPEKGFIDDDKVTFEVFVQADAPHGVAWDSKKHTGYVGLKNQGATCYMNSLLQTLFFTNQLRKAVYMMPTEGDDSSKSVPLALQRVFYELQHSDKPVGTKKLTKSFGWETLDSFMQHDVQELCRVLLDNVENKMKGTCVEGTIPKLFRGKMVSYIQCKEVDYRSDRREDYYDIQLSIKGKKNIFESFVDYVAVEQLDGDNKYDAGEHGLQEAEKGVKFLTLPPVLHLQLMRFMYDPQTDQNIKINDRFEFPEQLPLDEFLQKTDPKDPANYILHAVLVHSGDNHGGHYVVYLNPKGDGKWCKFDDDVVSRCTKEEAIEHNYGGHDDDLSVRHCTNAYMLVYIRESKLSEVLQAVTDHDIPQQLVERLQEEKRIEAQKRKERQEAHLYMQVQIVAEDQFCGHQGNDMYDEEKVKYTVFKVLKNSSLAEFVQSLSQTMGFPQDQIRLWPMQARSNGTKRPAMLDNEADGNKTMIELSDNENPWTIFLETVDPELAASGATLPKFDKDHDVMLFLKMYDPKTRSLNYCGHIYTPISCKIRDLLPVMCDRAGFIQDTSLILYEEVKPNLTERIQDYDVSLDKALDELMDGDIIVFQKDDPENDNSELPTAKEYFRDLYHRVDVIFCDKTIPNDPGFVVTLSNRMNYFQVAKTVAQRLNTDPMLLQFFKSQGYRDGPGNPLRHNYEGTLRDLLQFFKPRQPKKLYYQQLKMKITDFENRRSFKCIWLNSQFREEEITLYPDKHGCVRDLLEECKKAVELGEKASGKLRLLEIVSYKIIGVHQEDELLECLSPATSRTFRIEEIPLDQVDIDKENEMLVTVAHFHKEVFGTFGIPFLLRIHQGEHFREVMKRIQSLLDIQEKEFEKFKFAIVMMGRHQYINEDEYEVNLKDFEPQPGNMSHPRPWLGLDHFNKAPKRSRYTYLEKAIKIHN
OTUD3 inh: inhibitors of human OTUD3 deubiquitinase. 0.7% of 47,000 active. inhibition, % at 25 µM. purified OTUD3, Ub-rhodamine fluorescence, 2 h
USP30 inh: inhibitors of human USP30 deubiquitinase; purified USP30, Ub-rhodamine cleavage fluorescence; inhibition, % at 25 µM; 5.3% of 47,000 active; AID 1645860, 2021
* hit, by the source's call; . = not tested or not shown. No stated cut-off is given here; in the data, active means inhibition above about 30%; inactive means the rest.

SMILES	USP8 block	USP10 inh	UCHL1 inh	USP17 inh	USP28 block	USP7 inh	OTUD3 inh	USP30 inh
O=C(Nc1ccccc1)C1Cn2ccnc2C2(CCN(S(=O)(=O)C3CC3)CC2)O1 (stereo not given)	-35	2	1	13	4	8	17	21
Cc1ccccc1-c1cc2n(n1)CCC(=O)N2	4	4	-1	8	2	1	5	0
CCC12CN3CC(CC)(CN(C1)C31C(=O)Nc3ccccc31)C2=O (stereo not given)	23	0	1	19	13	-1	17	28
COc1ccc(CN2C(=O)N(CC(=O)c3ccccc3)c3ccccc3S2(=O)=O)cc1	23	2	5	3	17	11	6	19
Cc1noc(-c2ccc(-n3ncc(C(=O)NC(C)c4ccccc4)c3C)nc2)n1 (stereo not given)	3	0	0	-20	-8	-1	-15	-9
CN(CCc1ccccn1)c1ncnc2[nH]ncc12	3	3	0	6	-2	0	-3	0
CCc1ccccc1NC(=O)CNS(=O)(=O)c1cc(-c2noc(C)n2)ccc1C	17	2	1	-5	-1	0	0	-2
C[C@@H]1OC(=O)/C=C/[C@@H](O)[C@H](C)OC(=O)C[C@H](C)OC(=O)/C=C/[C@H]1O	1	0	1	6	4	1	10	17
O=C(c1noc2ccc(S(=O)(=O)NC3CCCCC3)cc12)N1CCOCC1	6	3	0	-9	-6	-6	-7	1
CCC(=O)c1ccc(OCC(=O)Nc2ccc3c(c2)CCC3)cc1	20	2	-1	4	8	0	0	0
Cn1cc(CCNC(=O)Nc2ccc(F)cc2)c2cccnc21	15	1	4	4	20	2	9	21
COC1CN(C(=O)c2ccno2)CCC(=O)N(C)c2ccccc21 (stereo not given)	6	0	1	4	0	5	8	-2

Quoted at random: 3 records from the list.
SMILES	USP8 block	USP10 inh	UCHL1 inh	USP17 inh	USP28 block	USP7 inh	OTUD3 inh	USP30 inh
CCC(=O)c1ccc(OCC(=O)Nc2ccc3c(c2)CCC3)cc1	20	2	-1	4	8	0	0	0
Cc1ccccc1-c1cc2n(n1)CCC(=O)N2	4	4	-1	8	2	1	5	0
Cc1noc(-c2ccc(-n3ncc(C(=O)NC(C)c4ccccc4)c3C)nc2)n1 (stereo not given)	3	0	0	-20	-8	-1	-15	-9

The list continues:
SMILES	USP8 block	USP10 inh	UCHL1 inh	USP17 inh	USP28 block	USP7 inh	OTUD3 inh	USP30 inh
CC(=O)Nc1cccc(C(=O)N(Cc2ccco2)C2(C(=O)Nc3c(C)cccc3C)CCCCC2)c1	-6	-5	2	-7	-4	-2	-10	-7
Cc1nn(-c2ccc(F)cc2)cc1-c1noc(C(=O)NCc2ccccn2)n1	35*	5	2	.	21	-17	23	85*
CCc1ccc(C(=O)Nc2nnc3ccccn23)cc1	-245	1	1	-42	12	-1	2	1
O=C(/C=C/c1cn(CC(O)CN2CCOCC2)c2ccccc12)c1ccccc1 (stereo not given)	-93	0	-40	-103	-168	-53	-96	-388
CCC(=O)N1CCCc2cc(S(=O)(=O)CCC(=O)NC3CCCCC3)ccc21	13	2	0	8	5	6	7	8
Cc1ccc(C(=O)N2CCN(C3CCN(Cc4ccc5nonc5c4)CC3)C(=O)C2)s1	-3	-1	0	-2	0	1	-3	-10
C/C=C/C=C/C=C/C(=O)N[C@@H]1CCCNC(=O)[C@H](C)N(C)C(=O)[C@H](C(C)C)N(C)C1=O	-31	-5	-7	-68	-9	-18	-25	-97
CC(C)CC(=O)N1CCCN(Cc2noc(-c3ccccc3)n2)CC1	-11	0	-3	-7	-13	2	-9	-32
O=C(CN1Cc2ccccc2C1=O)N1CCN(c2ccc([N+](=O)[O-])cc2)CC1	-50	0	0	-6	6	2	1	5
c1ccc(C2Nc3ccccc3-c3nc4ccccc4n32)nc1 (stereo not given)	4	5	4	-11	.	5	1	.
CCCC(=O)N1CC(c2nc(-c3ccccc3)no2)C2(CCOCC2)C1 (stereo not given)	-12	-1	0	-1	0	-1	-2	-29
CCc1ccc(C(=O)COC(=O)c2cccnc2Nc2ccccc2F)cc1	5	-1	2	0	0	7	-6	-10

Some values from above.
Value of `CCc1ccc(C(=O)COC(=O)c2cccnc2Nc2ccccc2F)cc1` in USP28 block: 0
Value of `C/C=C/C=C/C=C/C(=O)N[C@@H]1CCCNC(=O)[C@H](C)N(C)C(=O)[C@H](C(C)C)N(C)C1=O` in USP28 block: -9
Value of `CCC(=O)N1CCCc2cc(S(=O)(=O)CCC(=O)NC3CCCCC3)ccc21` in USP30 inh: 8
Value of `CCc1ccc(C(=O)Nc2nnc3ccccn23)cc1` in OTUD3 inh: 2
Value of `CC(=O)Nc1cccc(C(=O)N(Cc2ccco2)C2(C(=O)Nc3c(C)cccc3C)CCCCC2)c1` in OTUD3 inh: -10

(next part)
SMILES	USP8 block	USP10 inh	UCHL1 inh	USP17 inh	USP28 block	USP7 inh	OTUD3 inh	USP30 inh
COc1ccc(C(=O)N2CCC3(CC2)CC(=O)c2ccccc2O3)cc1	11	2	2	6	5	2	5	16
O=c1[nH]c(CN2CCOCC2)nc2cc(Cl)ccc12	14	2	-2	1	-10	0	-8	7
Cc1ccccc1C(=O)OCC(=O)N1CC(=O)Nc2ccccc21	0	-5	-4	-3	6	-4	1	-16
Cc1ccc(C(=O)N2CC(C(=O)Nc3ccc(F)cc3)C3(CCOCC3)C2)cn1 (stereo not given)	11	1	2	11	12	9	10	6
CCOC(=O)C1CSCCN1S(=O)(=O)c1cc(Cl)ccc1Cl (stereo not given)	21	5	2	5	17	2	11	22
CC1CCN(C(=O)c2cc(S(=O)(=O)N3CCCCC3)c[nH]2)CC1	9	0	1	11	11	2	7	13
COc1ccc(NC(=O)c2cccn3c(-c4ccc(F)cc4)nnc23)c(OC)c1	-14	-8	-7	3	-4	-2	5	-12
O=C(NCCCO)c1ccc2nc(-n3cccc3)sc2c1	-24	-1	-4	-2	-22	-6	-12	-27
COc1ccc(/C=C/C(=O)Nc2c3c(nc4c2CCC4)CCCC3)cc1	3	-1	2	38*	7	7	8	61*
CCn1c(SCC(=O)c2c(C)[nH]c3ccccc23)nnc1-c1ccc2c(c1)OCCO2	-9	10	7	67*	41*	0	6	53*
Cn1c(=O)[nH]c(=O)c2c1nc(NCCCn1ccnc1)n2CCCc1ccccc1	-16	-7	0	-13	-5	0	-11	-13
CN(CC(=O)Nc1nc(-c2ccc3c(c2)CCN3C(=O)C2CCCCC2)cs1)C1CCCCC1	6	-6	-20	-17	-15	-22	-10	-56

Single records, as listed above:
Results for CN(CC(=O)Nc1nc(-c2ccc3c(c2)CCN3C(=O)C2CCCCC2)cs1)C1CCCCC1 → USP8 block: 6; USP10 inh: -6; UCHL1 inh: -20; USP17 inh: -17; USP28 block: -15; USP7 inh: -22; OTUD3 inh: -10; USP30 inh: -56
Results for COc1ccc(/C=C/C(=O)Nc2c3c(nc4c2CCC4)CCCC3)cc1 → USP8 block: 3; USP10 inh: -1; UCHL1 inh: 2; USP17 inh: 38*; USP28 block: 7; USP7 inh: 7; OTUD3 inh: 8; USP30 inh: 61*
Results for Cc1ccc(C(=O)N2CC(C(=O)Nc3ccc(F)cc3)C3(CCOCC3)C2)cn1 (stereo not given) → USP8 block: 11; USP10 inh: 1; UCHL1 inh: 2; USP17 inh: 11; USP28 block: 12; USP7 inh: 9; OTUD3 inh: 10; USP30 inh: 6

Later entries.
SMILES	USP8 block	USP10 inh	UCHL1 inh	USP17 inh	USP28 block	USP7 inh	OTUD3 inh	USP30 inh
CCCCC(=O)Nc1nnc(C2CC(=O)N(c3ccc(C)cc3)C2)s1 (stereo not given)	52*	4	0	12	-4	3	0	-1
CCc1nnc(-c2csc(S(=O)(=O)NC3CCCC3)c2)o1	6	2	2	11	6	2	5	14
Cc1cccc(NCc2cc(=O)n3cccc(C)c3n2)c1C	-6	-5	-3	-40	-16	-1	-23	-134
COC(=O)c1c(NC2CCCCC2)c2cccc(Cl)c2[nH]c1=O	4	0	0	5	3	0	10	8
Cc1cccc(-n2c(CN3CCNCC3)nc3cccnc32)c1	-17	-6	-5	-23	-27	-4	-18	-73
CCOc1ccc(S(=O)(=O)N2CCCCC2)cc1NC(=O)Cc1cc(OC)c(OC)c(OC)c1	3	0	7	-2	0	5	14	14
COc1cc2c(=O)n(CCC(=O)NCc3ccccc3)c(=O)n(CC(=O)NC3CCCCC3)c2cc1OC	-4	3	-4	-6	-2	2	-3	6
O=C(c1ccc(Cl)c(Cl)c1)N1CCN(Cc2cc(=O)n3ccsc3n2)CC1	-8	2	-1	-4	-2	-3	-1	-2
CSc1ccccc1NC(=O)c1ccc(-n2cccn2)nn1	5	4	9	62*	13	11	9	41*
Cc1ccc(C)c(NC(=O)N2CCN(Cc3nc4ccccc4o3)CC2)c1	-1	2	2	-7	-3	0	0	-13
COc1ccc2c(c1)OC(C)(C)[C@H]1CC3(CCNCC3)CO[C@H]21	2	2	-1	-1	-6	.	-5	-7
CN1CCN(C(=O)c2cc(-c3cnc(N4CCCC4)nc3)cn2C)CC1	21	-2	0	4	5	4	3	6
Cc1ccc(-n2ncc(C(=O)NCc3cccc(Cl)c3)c2C2CCNCC2)cc1Cl	-161	0	3	.	24	-1	16	44*
CCOc1ccc(NC(=O)COC(=O)c2oc3ccc(OCC)cc3c2C)cc1	-60	-2	-5	-70	-64	-6	-51	-269
O=C1N(Cc2ccc(F)cc2Cl)CCN1c1ccc2c(c1)CCC2	5	11	1	0	-4	2	-4	-88
CCOC(=O)C(Cc1ccccc1)C(=O)Nc1ccccc1C (stereo not given)	10	1	0	0	9	-5	13	18
Cc1ccc(C)c(NC(=O)CSc2nnc(N3CCOCC3)c3ccccc23)c1	0	0	0	2	26	2	1	15
COc1ccc(OCC(O)CNS(=O)(=O)c2ccc(Br)cc2)cc1 (stereo not given)	15	3	6	5	12	3	16	12
Cc1nc(-n2cccc2)sc1C(=O)NC1CCCC1	-13	-1	-2	-19	-11	-4	-13	-57
CCc1ccc(S(=O)(=O)Nc2ccc(-c3nnc(-c4ccccc4)o3)cc2)cc1	32*	47*	9	27	33*	18	11	32*
O=C1N[C@@H]2CN(C(=O)NC3CCOCC3)CC[C@H]2CO1	-1	0	-1	6	-11	0	-4	0
O=C(CCc1nnc2n(Cc3ccc(F)cc3)c(=O)c3ccccc3n12)N1CCN(Cc2ccccc2)CC1	-4	-2	0	-12	-8	-36	-17	5
Cc1cc(C)c2c(c1)cc(C)c1nn(CC(N)=O)c(=O)n12	-4	3	1	6	0	-5	2	10
CCc1nnc(-c2cc(S(=O)(=O)N3CCN(c4ccccc4F)CC3)c[nH]2)o1	28	14	1	20	12	2	15	22
O=C(O)c1cccc(S(=O)(=O)Nc2ccc(Oc3ccccc3)cc2)c1	-2	9	-1	16	5	-17	-1	13
CCOC(=O)N1CCc2c(sc3ncn(CC(=O)c4ccc(Br)cc4)c(=O)c23)C1	-3	0	2	-2	0	-2	-4	0
Cc1ccc(NC(=O)C2CCN(C(=O)c3cc(-c4ccncc4)n[nH]3)CC2)c(C)c1	11	-3	0	29	13	4	13	24
NC(=O)c1ccc(-c2cccc(C3CN(C(=O)c4ccn[nH]4)CCO3)n2)cc1 (stereo not given)	16	-1	2	5	2	4	3	7

Some of these compounds in order of heavy-atom count, descending:
SMILES	USP8 block	USP10 inh	UCHL1 inh	USP17 inh	USP28 block	USP7 inh	OTUD3 inh	USP30 inh
CCOC(=O)N1CCc2c(sc3ncn(CC(=O)c4ccc(Br)cc4)c(=O)c23)C1	-3	0	2	-2	0	-2	-4	0
NC(=O)c1ccc(-c2cccc(C3CN(C(=O)c4ccn[nH]4)CCO3)n2)cc1 (stereo not given)	16	-1	2	5	2	4	3	7
Cc1cc(C)c2c(c1)cc(C)c1nn(CC(N)=O)c(=O)n12	-4	3	1	6	0	-5	2	10

Bioassay records deposited in PubChem BioAssay by Dana-Farber Cancer Institute and Novartis Institutes for BioMedical Research (Cambridge, Mass).

Random draw from the library (roughly 13% active in at least one column).
